Compound activity from PubChem BioAssay.
ALOX12 inhib – qHTS Assay for Inhibitors of 12-hLO (12-human lipoxygenase); Polyunsaturated fatty acid lipoxygenase ALOX12 (Homo sapiens), P18054; purified 12-hLO, xylenol orange hydroperoxide absorbance; Potency, µM (top dose mostly 57.1 µM), for inactives: at the highest dose activity change, negative = inhibition, actives largely listed as inhibitors; actives 0.12% (n = 150,000); further: potency means the concentration at half of the fitted maximal effect; nearly all actives have a fitted effect of over 55% in size; many of its hits are not listed in these tables
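Purified human 12hLO (150 nM), preincubated 15 min with compound, then 40 uM arachidonic acid for 30 min, room temperature, Hepes pH 7.0 with 0.01% Triton X-100. Hydroperoxide detected by ferrous iron/xylenol orange; 573/405 nm absorbance ratio gives reaction progress.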
PNC inhibitor – High Content Assay for Compounds that inhibit the Assembly of the Perinucleolar Compartment; PC3M PTB-GFP, PNC prevalence imaging, 16 h; active compounds read low; activity change (PNC), negative = inhibition, % at 10 µM; actives 3.1% (n = 140,000);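 active means readout at or below -70, meaning at least 70% loss of cells showing the perinucleolar compartment, a nuclear body marking cancer cells; inconclusive means readout between -30 and a set limit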;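 further: plate controls were DMSO wells for no effect and camptothecin positive control wells for full effect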
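Read-out is percentage of cells bearing a perinucleolar compartment, from automated 20x imaging of fixed, Hoechst-stained PC3M PTB-GFP cells. Cells were seeded 4 h, then exposed 16 h to compound (23 nl of library stock) in duplicate plates.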
IMPase cell inh – qHTS Assay for Identifying the Cell-Membrane Permeable IMPase Inhibitors; Inositol monophosphatase 1 (Rattus norvegicus), P97697; CHO-M1 cells, IP1 accumulation, HTRF TR-FRET ratio; inhibition (IP1 accumulation), % at 46.1 µM; 120,000 tested, under 10 active; AID 901, 2007; active means well fitted curve in the direction sought with a large enough effect in the signal ratio, not every such curve was filed as active; inconclusive means small, poorly fitted or top-dose-only effect, or a change in a side signal; inactive means no such curve, though single readings can be large or run the other way; the % refers to the signal ratio;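 further: cells stimulated with carbachol in lithium chloride buffer; plate controls were DMSO basal wells for no effect and reference inhibitor wells for full effect; higher means more IMPase inhibition seen as more IP1 and lower FRET ratio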
Target sequence (P97697 whole entry, looked up): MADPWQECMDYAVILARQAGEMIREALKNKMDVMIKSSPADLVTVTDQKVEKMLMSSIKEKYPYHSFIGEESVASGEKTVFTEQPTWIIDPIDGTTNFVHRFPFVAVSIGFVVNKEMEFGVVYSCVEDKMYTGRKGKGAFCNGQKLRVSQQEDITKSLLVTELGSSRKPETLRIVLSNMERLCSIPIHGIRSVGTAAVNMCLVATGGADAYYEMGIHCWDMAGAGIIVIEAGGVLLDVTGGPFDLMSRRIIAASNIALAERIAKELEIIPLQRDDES
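Carbachol-driven Gq signalling in CHO-M1 cells (2000/well) generates IP1. Compounds that block IMPase raise IP1 and so reduce the FRET signal from Eu-anti-IP1 and d2-IP1 after a 10 min room-temperature lysis.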
ALOX15B inhib – qHTS Assay for Inhibitors of 15-hLO-2 (15-human lipoxygenase 2) | Polyunsaturated fatty acid lipoxygenase ALOX15B (Homo sapiens), O15296 | purified 15hLO-2, xylenol orange hydroperoxide absorbance | Potency, µM (titrated, usually from 57.1 µM), for the others: at the highest dose activity change, negative = inhibition, most hits filed as inhibitors | actives 0.56% (n = 110,000) | AID 881, 2007; further: potency means the concentration at half of the fitted maximal effect; nearly all actives have a fitted effect of over 60% in size; many of its hits are not listed in these tables
Target sequence (O15296 whole entry, looked up): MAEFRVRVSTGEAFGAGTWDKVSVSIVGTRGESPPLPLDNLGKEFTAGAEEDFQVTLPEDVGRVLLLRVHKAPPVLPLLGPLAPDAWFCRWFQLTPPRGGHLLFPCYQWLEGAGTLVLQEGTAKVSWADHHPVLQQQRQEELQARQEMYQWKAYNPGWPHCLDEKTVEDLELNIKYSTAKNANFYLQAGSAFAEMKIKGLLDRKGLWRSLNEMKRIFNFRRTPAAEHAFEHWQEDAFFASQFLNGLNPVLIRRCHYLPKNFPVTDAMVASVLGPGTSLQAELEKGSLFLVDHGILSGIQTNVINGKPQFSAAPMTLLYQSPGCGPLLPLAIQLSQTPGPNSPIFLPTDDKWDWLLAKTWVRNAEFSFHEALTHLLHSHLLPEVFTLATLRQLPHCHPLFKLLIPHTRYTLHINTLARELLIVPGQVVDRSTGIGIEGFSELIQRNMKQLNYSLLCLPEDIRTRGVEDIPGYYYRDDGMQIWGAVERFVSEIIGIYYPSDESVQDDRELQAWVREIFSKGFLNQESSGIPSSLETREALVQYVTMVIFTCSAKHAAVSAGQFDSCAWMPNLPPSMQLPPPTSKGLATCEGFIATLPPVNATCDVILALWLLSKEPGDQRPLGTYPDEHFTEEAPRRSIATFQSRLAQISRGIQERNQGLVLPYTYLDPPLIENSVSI
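Screening format was qHTS against 50 nM purified 15hLO-2 in Hepes pH 7.5 with detergent. Activity follows hydroperoxide formation from 45 uM arachidonic acid, measured as 573:405 nm absorbance ratio of the ferric-xylenol orange complex.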
* hit, by the source's call; u = inconclusive; x = not tested or not shown; & = joins results of further samples; [ ] = remark or other dose. Unless noted, the call rests on the fitted dose curve; in most records, active means well fitted curve in the direction sought with a large enough effect; inconclusive means small, poorly fitted or top-dose-only effect, or another doubt; inactive means no such curve, though single readings can be large; an effect the other way counts as inactive or inconclusive. Unless noted, on the % scale 0 is the no-effect control and ±100 the full control effect.

SMILES | ALOX12 inhib | PNC inhibitor | IMPase cell inh | ALOX15B inhib
O=C(CSc1nc2c(cnn2-c2ccc(F)cc2)c(=O)[nH]1)N1N=C(c2cccs2)CC1c1ccc(F)cc1 (stereo not drawn) | 2% | 48 | x | x
CCCC(CCC(=O)Nc1ccc(C(=O)OC)cc1)C(=O)O (stereo not drawn) | 2% | 14 | -5 | x
CCNc1nc(NC(C)C)nc(Oc2ccc(/C=N/O)cc2)n1 | -2% | 30 | -2 | 4%
O=C(NN=C1CCCCCC1)c1cn(-c2ccccc2)nc1-c1ccccc1 | 1% | 30 | x | x
C/C(=N\NC(=O)C1(C)CC1(Br)Br)c1ccc(NC(=O)C2CCC2)cc1 (stereo not drawn) | -1% | 13 | x | x
C/C(=N\NC(=O)c1nn(C)cc1Br)c1ccc(NC(=O)c2ccncc2)cc1 | -3% | 12 | x | x
O=C(NCc1ccccc1)N[C@@H](Cc1c[nH]c2ccccc12)C(=O)O | -9% | 2 | 5 | -4%
O=C(/C=C/c1ccc2c(c1)OCO2)Nc1nc2ccccc2s1 | -1% | 44 | -8 | x
COc1ccccc1NC(=O)c1ccc(NC(=O)COC(=O)C2(C)CC2(Cl)Cl)cc1 (stereo not drawn) | 1% | -27 | x | x
O=C1C2C3C=CC(C3)C2C(=O)N1c1ccc2c(c1)OCO2 (stereo not drawn) | -7% | -13 | 0 | 4%
C[C@@H](C(=O)Nc1ccc2ccccc2c1)[C@H]1C[C@]1(C)[C@H](NS(=O)(=O)c1ccc(-c2ccccc2)cc1)c1ccccc1 | -2%&0% | -22 | x | -6%
CCOCCn1c(CN(Cc2ccccc2)Cc2ccccc2)nc2c1c(=O)[nH]c(=O)n2C | 4% | -13 | 0 | x
Cc1ncc(CSc2nnnn2-c2ccccc2)c(N)n1 | -1% | 8 | u | 0%
O=C(CCCCCn1c(=S)[nH]c2ccc(N3CCOCC3)cc2c1=O)NCCc1ccccc1 | -1% | 31 | x | x
COc1cc(-n2ccnc2SC)c(Cl)cc1Cl | 7% | 89 | 4 | x
Cc1cc(NCCCN2CCOCC2)n2nc(C)c(-c3ccccc3)c2n1 | 4% | -17 | 7[9.22 µM] | 26%
COc1ccc(C(=O)N2CCC(O)(c3ccc(F)cc3)CC2)cc1OC | 4% | 8 | -7 | -3%
COC(=O)c1ccccc1NC(=O)NCC1CCCO1 (stereo not drawn) | -2% | -122* | 0 | 9%[2.29 µM]
CC(C)(C)OC(=O)N/N=C/c1ccc(N2CCOCC2)s1 | 0% | u | x | x
O=C(c1ccccc1)N1CCCCC(S(=O)(=O)c2ccccc2)C1=O (stereo not drawn) | 0% | 31 | 6 | -10%
CCC(=O)c1ccccc1OCCCN1C(=O)NC(C)(C)C1=O | 0% | -11 | 4 | -2%
O=C(/C=C/c1ccc(F)cc1)NC(=S)NNC(=O)c1cccnc1 | -3% | 32 | x | x
O=C(CSc1nnc(-c2cccs2)n1-c1ccccc1)NCc1ccco1 | 2% | u | 13 | 12%
Cc1ccccc1CN1CCN(CC(=O)NCc2ccco2)C1=O | -2% | u | 4 | -10%
Clc1ccc(Sc2cc(Cl)c(-c3ccccc3)nn2)cc1 | 0% | -13 | 9 | -23%
CCCCOC(=O)c1ccc(NC(=O)C(CCS(C)(=O)=O)NC(C)=O)cc1 (stereo not drawn) | 6% | 17 | -1 | -5%
CCN(CC)S(=O)(=O)c1cccc(-c2nnc(C(=O)c3ccc(C(F)(F)F)cc3)o2)c1 | 3% | u | -10 | 2%
O=C(Nc1nccs1)C12CC3CC(C1)CC(C(=O)Nc1nccs1)(C3)C2 | -15% | -88* | 9 | 60%[activator]
COCc1cc(C)nc(N2CCCCC2)c1C#N | -6% | 12 | -5 | x
CCn1c(CC(=O)Nc2ccc(Cl)c(Cl)c2)nnc1SCc1ccc(Cl)cc1 | 1% | u | -16 | x
COc1ccccc1NC(=O)Cn1cnc2c1c(=O)n(C)c(=O)n2C | -4% | -8 | -4 | 9%
O=C1c2ccccc2C(Cc2ccncc2)(Cc2ccncc2)c2ccccc21 | -2% | x | 6 | 7%
C=CCn1c(SCC(=O)c2cc(C)n(CC3CCCO3)c2C)nnc1-c1ccccc1 (stereo not drawn) | -7% | u | 7 | -2%
O=c1[nH]c(-c2cccs2)nc2ccccc12 | 7% | u | -9 | 0%
CN1CCN(CCC(=O)N2c3ccccc3Sc3ccc(Cl)cc32)CC1 | -14% | u | 14 | 59%[activator]
CC(C)n1c(=S)[nH]c2ccccc2c1=O | -8% | u | 0 | -2%
Cc1no[n+]([O-])c1COc1cccc(/C=C2\N=C(c3ccccc3)OC2=O)c1 | 0% | 3 | x | x
CCOC(=O)C1=C[C@@]2(CC)CCCN3CCc4c(n1c1ccccc41)C32 (stereo partly drawn) | 1% | x | x | 13%
O=C(COC(=O)/C=C/c1ccc(Cl)cc1)NCCc1ccccc1 | -2% | -13 | x | x
Clc1ccc(CN2CCCCCCC2)cc1Cl | -1% | u | 14 | 10%
O=C1c2ccccc2C(=O)N1CN(C(=O)c1ccccc1[N+](=O)[O-])c1ccc(F)cc1 | 1% | -2 | x | x
Cc1csc(NC(=O)c2cccc(Cn3nc(C)c(Br)c3C)c2)n1 | -21% | 13 | 1 | 32%[activator]
CN1C(=O)c2ccccc2C(C(=O)O)C1c1cccc(Cl)c1 (stereo not drawn) | 1% | 46 | x | x
O=C(CN1C(=O)C2CCCCN2C(=O)c2ccccc21)N1CCCc2ccccc21 (stereo not drawn) | -1% | u | -7 | -7%
c1ccc(N=P(N2CCOCC2)(N2CCOCC2)N2CCOCC2)cc1 | 3% | 4 | -3 | -1%
O=C(Cl)c1c(Cl)cccc1Cl | 3% | x | x | -5%
N#CCCn1c(=O)c(CCc2ccccc2)nc2cnc(N3CCOCC3)nc21 | -7% | x | x | 0%
Cc1ccc(C(=O)N2CCN(C3CCCCC3)CC2)s1 | -8% | 6 | 6 | 6%
COc1ccc(NC(=S)N(CCN(C)C)C(C)c2ccco2)cc1 (stereo not drawn) | -1% | 50 | x | x
Cn1c(=O)c2c(nc(CN3CCN(c4ccccc4)CC3)n2CCN2CCOCC2)n(C)c1=O | 1% | 37 | -13 | 1%
The results go on.
SMILES | ALOX12 inhib | PNC inhibitor | IMPase cell inh | ALOX15B inhib
Cc1cccc(NC(=O)c2cc3c(n(-c4ccccc4)c2=O)CCCC3=O)n1 | -1% | u | 8 | u
COC(=O)CSc1nnc(CNC(=O)c2cccc(C)c2)n1-c1ccccc1OC | -4% | -4 | 3 | 4%
C#CCn1cnc2c(cnn2-c2ccc(C)c(C)c2)c1=O | -5% | -9 | 3 | -5%
COc1cc(NC(=S)NCCN2CCOCC2)cc(OC)c1 | 1% | -2 | x | x
CN1CCCCC1=NCCCn1cnc2c1c(=O)n(C)c(=O)n2C | -12% | 11 | 0 | 6%
Nc1nc(-c2ccc3c(c2)OCCO3)cs1 | -7% | 8 | 9 | 0%
Cn1nnnc1SCC(=O)Nc1ccc(Oc2ccccc2)cc1 | 2% | 29 | -4 | -2%
Cc1ccc2occ(/C=N/NC(N)=S)c(=O)c2c1 | -3% | -11 | 5 | x
O=C(Nc1ccccc1)N1CCn2c(nc3ccccc32)C1 | -1% | -27 | -8 | 10%
CCOCCOC(=O)C1=C(C)N(C)C(=O)NC1c1cc(Cl)c(O)c(OCC)c1 (stereo not drawn) | -8% | 30 | 1 | x

5 successive compounds from above, quoted:
SMILES | ALOX12 inhib | PNC inhibitor | IMPase cell inh | ALOX15B inhib
COc1cc(NC(=S)NCCN2CCOCC2)cc(OC)c1 | 1% | -2 | x | x
CN1CCCCC1=NCCCn1cnc2c1c(=O)n(C)c(=O)n2C | -12% | 11 | 0 | 6%
Nc1nc(-c2ccc3c(c2)OCCO3)cs1 | -7% | 8 | 9 | 0%
Cn1nnnc1SCC(=O)Nc1ccc(Oc2ccccc2)cc1 | 2% | 29 | -4 | -2%
Cc1ccc2occ(/C=N/NC(N)=S)c(=O)c2c1 | -3% | -11 | 5 | x

Next part:
SMILES | ALOX12 inhib | PNC inhibitor | IMPase cell inh | ALOX15B inhib
CCOC(=O)Cn1c(CN2CCN(C(c3ccccc3)c3ccccc3)CC2)nc2c1c(=O)n(C)c(=O)n2C | -4% | u | u | -11%
CCOC(=O)c1c(C)oc2c1c(C(c1cccnc1)N1CCOCC1)c(O)c1ccccc12 (stereo not drawn) | u | 23 | 10 | 33%[activator]
COc1ccc(CCNc2oc(-c3ccc(OC)c(OC)c3)nc2C#N)cc1 | -9% | 7 | 10 | -18%
[N-]=[N+]=Nc1ccc(C(=O)CSC[C@@H](NC(=O)CC[C@@H](N)C(=O)O)C(=O)NCC(=O)O)cc1 | -2% | x | -7 | -26%
CCCCSC1=C(C#N)C(c2ccccc2C)CC(=O)N1 (stereo not drawn) | -2% | 5 | 5 | -3%
Oc1ccc(C2C(c3ccccc3)=NN=C(c3ccc(Cl)cc3)N2O)c(O)c1 (stereo not drawn) | -28% | -20 | x | x
CNC(=O)CCn1nc(-c2ccccc2)c2ccccc2c1=O | 3% | u | 1 | 2%
O=C(Nc1ccc(O)c(-c2nc3ccccc3o2)c1)C1(c2ccc(Br)cc2)CCCC1 | 0% | 13 | 0 | x
CC(=O)OCC(=O)NCC(=O)c1c[nH]c2ccccc12 | -1% | -100* | x | x
Cc1ccc(NC(=O)CN(C)C(=O)CSc2nncn2C)cc1 | 6% | -17 | -2 | -5%

Fetched by structure from the list above (2):
SMILES | ALOX12 inhib | PNC inhibitor | IMPase cell inh | ALOX15B inhib
CC(=O)OCC(=O)NCC(=O)c1c[nH]c2ccccc12 | -1% | -100* | x | x
CCOC(=O)c1c(C)oc2c1c(C(c1cccnc1)N1CCOCC1)c(O)c1ccccc12 (stereo not drawn) | u | 23 | 10 | 33%[activator]

Additional compounds:
SMILES | ALOX12 inhib | PNC inhibitor | IMPase cell inh | ALOX15B inhib
Cc1c(Cc2ccccc2)sc(N)c1C(N)=O | -22% | 31 | 4 | u
C=CC(O)(C#CCN(CC)CC)c1ccccc1 (stereo not drawn) | -2% | u | 11 | 0%
Cc1cc2c(c(SCC(=O)NCCc3ccccc3)n1)C(=O)OC2 | -2% | u | -1 | 3%
Cc1c(Cl)cccc1NC(=O)Cn1cccc1 | 2% | 0 | 5 | -16%
Cc1cc(N2CCOCC2)nc2cc(O)ccc12 | 2% | -2 | -9 | x
C=CCn1c(-c2ccc(N)cc2)nc2ccccc21 | -1% | 0 | -2 | 6%
O=C(CCCN1C(=O)c2cccnc2C1=O)N1CC(=O)N(CCc2ccccc2)C(=O)C1 | -6% | 32 | -17 | -7%
CN1C[C@@H]2C(c3ccc(Cl)nc3)C3(c4cccnc4)CC2(C3)[C@H]1c1ccccc1 (stereo partly drawn) | 4% | x | x | 28%
Cc1cc(C)c(OCCCCNCc2ccccc2)c(Cl)c1 | -1% | 32 | 3 | 48%[activator]
O=C(CSc1nnc(COc2cccc3cccnc23)o1)N1CCc2ccccc21 | -2% | u | 0 | -4%
COCCN(Cc1cc2cc(C)ccc2nc1Cl)C(=O)Nc1ccccc1C | -5% | 9 | 8 | 9%
O=C(Cc1ccccc1)N/N=C/c1ccc(-c2ccc([N+](=O)[O-])cc2)o1 | 2% | -5 | -2 | x
Cc1cccc(C)c1OC(=O)C(c1ccccc1)c1ccccc1 | -1% | -1 | x | x
CCOc1ccccc1NC(=O)Cn1c(=O)n(-c2ccccc2)c(=O)c2oc3ccccc3c21 | -2% | u | x | x
CS(=O)(=O)N(CC(=O)N/N=C/c1ccco1)c1ccccc1Br | -2% | 7 | x | x
CCCc1cc(C(=O)NCc2ccccc2)no1 | -2% | 29 | -2 | -2%
Cc1ccc(N2C(=O)CC(N(CCc3ccccc3)C(=S)Nc3ccc(N(C)C)cc3)C2=O)cc1 (stereo not drawn) | 5% | 34 | 3 | x
